ROCK2 inh: inhibitors of human Rho kinase 2; AID 604; inhibition, % at 6 µM; hit rate 0.35% among 60,000; O75116; purified ROCK2, Kinase-Glo ATP depletion luminescence;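 active = inhibition above the screen-wide mean inhibition plus 3 SD, cut at about 18% in these data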;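 note: plate controls were DMSO wells for no effect and Y-27632 control wells after no-enzyme background subtraction for full effect; many of its hits are not listed in these tables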
PKA inh: blocks human protein kinase A activity; PKA Kemptide phosphorylation, Kinase-Glo ATP luminescence; inhibition, % at 6 µM; hit rate 0.1% among 65,000; AID 524;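 active = inhibition above the screen-wide mean inhibition plus 3 SD, cut at about 21% in these data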; note: many of its hits are not listed in these tables
CatS block: inhibitors of human cathepsin S | P25774 | recombinant cathepsin S, AMC dipeptide fluorescence, pooled mixtures | inhibition, %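 (tested at 5 µM per compound within 10-compound mixtures)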 | hit rate 0.06% among 62,000 | AID 501; in the data active = inhibition above about 32%, passing the limit was not always enough;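 note: 0% = enzyme without compound and 100% = blank without enzyme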
Target sequence (P25774 115-331 limits assumed): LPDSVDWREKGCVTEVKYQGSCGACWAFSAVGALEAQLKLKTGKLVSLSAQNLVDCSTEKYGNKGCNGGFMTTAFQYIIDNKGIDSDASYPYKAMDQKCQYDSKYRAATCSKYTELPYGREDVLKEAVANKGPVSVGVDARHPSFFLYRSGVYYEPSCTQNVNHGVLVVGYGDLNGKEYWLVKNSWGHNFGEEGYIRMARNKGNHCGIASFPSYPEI
CatB mix inh: human cathepsin B inhibition by mixtures; P07858; Purified cathepsin B, AMC dipeptide fluorescence, compound mixtures; inhibition, %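 (ten-compound pools at 5 µM per compound and 50 µM total)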; hit rate 0.06% among 62,000; in the data active = inhibition above about 22%, passing the limit was not always enough;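 note: 0% = enzyme without compound and 100% = no enzyme blank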
JNK3 blocker: JNK3 (human) kinase inhibition. hit rate 0.61% among 60,000. purified JNK3 kinase activity, HTS. AID 746. inhibition, % at 8 µM. P53779; in the data active = inhibition above about 17%;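 note: 0% = DMSO and 100% = reference inhibitor; many of its hits are not listed in these tables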
E coli RNAP: inhibitors of Escherichia coli RNA polymerase; P0A8V2; E. coli RNA polymerase, fluorescence transcription assay; hit rate 0.2% among 62,000; inhibition, %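 (tested at 10 µM)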; AID 559; in the data active = inhibition above about 20%;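 note: 0% = enzyme without compound and 100% = no enzyme blank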
AP complement: alternative pathway complement inhibition, orthogonal assay. inhibition, % at 5 µM. hit rate 0.08% among 62,000. Human serum alternative complement pathway, LPS-coated ELISA, C3 deposition; tested in compound mixtures;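 active = inhibition above 30% in each of the two pooled mixtures holding the compound, so the lower value exceeds 30%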;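 note: 0% = serum in Mg-EGTA without compound and 100% = EDTA serum blank; some compounds past the cut are filed as inactive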
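Test system: human serum complement alternative pathway, C3 deposition onto LPS / Medium: Mg2+-EGTA GVB++ buffer containing human serum at 1:15 dilution / Probe or stimulus: Plate-bound LPS / Times: 1 h at 37 °C / Signal: ELISA with HRP anti-human C3 antibody, TMB substrate, absorbance 450 nm / Measure: percent inhibition / Repeats: two pool placements per compound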
CatB block: human cathepsin B inhibition. P07858. purified cathepsin B, fluorogenic substrate, fluorescence. inhibition, %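 (tested at 10 µM)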. hit rate 0.1% among 63,000. AID 453; in the data active = inhibition above about 21%;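 note: 0% = enzyme with no compound and 100% = no enzyme blank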
RORa activator: RORA (human) activation; CHO-K1 Gal4-RORA LBD luciferase reporter, luminescence; percent increase over mock-subtracted basal signal; activation, % at 10 µM; hit rate 1.5% among 65,000;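 active = activation above the mean of all tested compounds plus 3 SD, cut at about 49% in these data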;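 note: 0% = DMSO-treated RORA cells and 100% = added signal equal to DMSO minus mock-transfected cells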
Target sequence (P35398 whole entry, looked up, the tested form may be a part): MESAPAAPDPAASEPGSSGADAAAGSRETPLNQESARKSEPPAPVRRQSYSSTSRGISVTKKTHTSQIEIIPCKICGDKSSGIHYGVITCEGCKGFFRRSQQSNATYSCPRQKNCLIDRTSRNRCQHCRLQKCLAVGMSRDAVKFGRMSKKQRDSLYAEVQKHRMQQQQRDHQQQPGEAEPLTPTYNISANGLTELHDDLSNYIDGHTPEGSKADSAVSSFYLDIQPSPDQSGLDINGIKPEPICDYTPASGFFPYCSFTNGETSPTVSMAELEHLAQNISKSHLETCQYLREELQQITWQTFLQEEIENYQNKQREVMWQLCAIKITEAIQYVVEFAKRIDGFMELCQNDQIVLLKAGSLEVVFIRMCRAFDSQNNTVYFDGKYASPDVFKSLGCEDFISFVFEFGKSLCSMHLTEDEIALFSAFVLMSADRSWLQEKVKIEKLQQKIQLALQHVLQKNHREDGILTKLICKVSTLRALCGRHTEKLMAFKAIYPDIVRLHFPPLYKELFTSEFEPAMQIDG
Active calls of the source: *; nt = no result given.

SMILES	ROCK2 inh	PKA inh	CatS block	CatB mix inh	JNK3 blocker	E coli RNAP	AP complement	CatB block	RORa activator
N#Cc1cc2ccccc2nc1SCC(=O)Nc1ccccc1N1CCOCC1	nt	4	-6	5	nt	1	16	0	6
CCOC(=O)c1cnc(-n2nc(C)cc2C)nc1NCc1ccccc1	-5	0	-1	1	1	-1	-6	0	14
O=C(Nc1cccnc1)c1cc2c(ccc3ccccc32)o1	10	14	8	1	-1	4	-10	3	48
CCOC(=O)c1[nH]c(C)c(C(=O)Nc2ccc3c(c2)OCCO3)c1C	2	-1	7	1	6	5	7	3	39
O=C1CC(N2CCOCC2)C(=O)N1CCc1ccccc1 (stereo not given)	0	5	-1	0	-11	1	10	-4	-3
Cc1ccnc(N2CCC(C(=O)Nc3cccc(C(F)(F)F)c3)CC2)n1	-1	0	-1	4	-1	3	25	-2	-19
CCOC(=O)C1=C(N)n2c(s/c(=C\c3cccnc3)c2=O)=C(C(=O)OCC)C1c1cccnc1 (stereo not given)	3	9	3	-3	-2	4	-10	-1	11
Cn1c(=O)c2c(nc(CN3CCN(c4ccccc4)CC3)n2Cc2c(F)cccc2Cl)n(C)c1=O	4	10	12	3	0	10	-14	-2	12
O=C(NC1CCCCCC1)C1CC(=O)N(Cc2ccccc2)C1 (stereo not given)	2	5	-1	7	1	2	10	-3	-2
CC1(C)CC(=O)c2cc(OCC(=O)NCc3cccnc3)ccc2O1	4	1	-10	-3	3	-15	8	-1	-15
COc1ccc(C(=O)N2CCN=C2c2ccccc2)cc1OC	2	-4	-6	4	-3	nt	4	-3	2
O=C(c1cccc(C(F)(F)F)c1)N1CCN(C2CCCCC2)CC1	8	12	1	-4	-3	11	-4	1	-19
COc1ccc(C2N(c3ccc(OC)cc3)C(=O)C3CCCN32)cc1 (stereo not given)	-4	4	0	2	-8	1	6	0	9
CC(=O)N1CCN(c2ccc(Oc3nc(-c4ccccc4)nc4ccccc34)cc2)CC1	-2	-3	nt	nt	-6	nt	nt	nt	22
CC1=CCP(=O)(c2ccccc2)C1 (stereo not given)	10	6	12	-2	2	0	-2	13	-11
Cc1c(C)c2cc(Cl)c(O)c(CN3CCCCC3)c2oc1=O	7	4	-52	32	-1	-73	-7	-50	-4
Cc1cc(=O)n(C)c(=O)n1CCCCCN1CCCC1	-3	0	-16	5	3	3	5	2	11
O=C(N1CCOCC1)N1c2ccccc2CC(N2CCOCC2)c2ccccc21 (stereo not given)	3	4	-4	2	2	5	25	4	-7
CC12CCC(C(=O)NCc3cccnc3)(OC1=O)C2(C)C (stereo not given)	-2	0	10	2	-5	5	1	5	-13
CCCN1Cc2cccc(C(=O)Nc3cc(OC)cc(OC)c3)c2C1=O	7	14	-12	-7	4	6	2	-3	-15
CC(=O)NCCOC(=O)Nc1ccncc1	nt	nt	17	2	nt	2	-24	2	nt
COCCCNC(=O)CCS(=O)(=O)Cc1ccc(C)cc1	-5	-7	1	1	-3	5	14	3	2
CCOc1cc(C2NC(=O)NC(O)(C(F)(F)F)C2C(=O)c2ccc(Cl)cc2)ccc1O (stereo not given)	1	-4	1	4	-2	7	13	3	1
COc1ccc(-c2ccc(S(=O)(=O)N3CCOCC3)cc2)cc1	nt	5	4	7	nt	4	22	-6	-6
COC(=O)c1sc2nc(-c3ccco3)ccc2c1N	3	6	17	-2	2	6	-8	14	26
O=C(Nc1ncc(Cc2ccccc2)s1)C1CCCO1 (stereo not given)	0	5	21	0	4	-12	-13	1	55*
Cc1cc(N=CC2=C(O)CCCC2=O)no1	4	4	10	-4	1	1	-9	-1	-12
CCC(C)[C@@H](C(=O)Nc1ccc(OC)c(OC)c1)N1Cc2ccccc2C1=O (stereo not given in full)	2	-5	1	2	0	7	10	1	-14
C=CCn1nnnc1SCC(=O)Nc1cccc(OC)c1	7	7	-13	5	-2	0	25	-5	5
COc1ccc(NC(=O)CSc2nnc(Cn3c(=O)sc4ccccc43)n2C)c(OC)c1	-7	8	6	-1	-1	4	0	3	14
Cc1ccc(-n2c(Cc3cccn3C)nnc2SCC(=O)Nc2cc(C)on2)cc1	7	4	-4	-1	-1	-7	7	1	-12
O=C(Cn1cnc2c(nnn2Cc2ccccc2F)c1=O)OCc1ccccc1	0	5	-16	1	-8	1	16	6	-13
COc1ccc(NC(=O)C2CCCNC2)cc1OCC(C)C (stereo not given)	8	7	3	2	1	1	7	4	-9
CC1CCN(c2nc3ccccc3nc2C(C#N)C(=O)OC2CCCCC2)CC1 (stereo not given)	-3	0	-1	8	1	4	7	-1	-17
COCCCNC(=O)CCCOc1ccccc1	5	6	-4	4	-9	10	21	0	-29
COc1ccccc1N1CCN(C(=O)CCc2ccc(S(=O)(=O)NC(C)C)cc2)CC1	nt	4	-6	3	nt	3	11	0	-1

Some of these compounds in order of count of non-hydrogen atoms, lowest first.
SMILES	ROCK2 inh	PKA inh	CatS block	CatB mix inh	JNK3 blocker	E coli RNAP	AP complement	CatB block	RORa activator
Cc1cc(N=CC2=C(O)CCCC2=O)no1	4	4	10	-4	1	1	-9	-1	-12
COCCCNC(=O)CCCOc1ccccc1	5	6	-4	4	-9	10	21	0	-29
COC(=O)c1sc2nc(-c3ccco3)ccc2c1N	3	6	17	-2	2	6	-8	14	26
O=C(Nc1ncc(Cc2ccccc2)s1)C1CCCO1 (stereo not given)	0	5	21	0	4	-12	-13	1	55*
C=CCn1nnnc1SCC(=O)Nc1cccc(OC)c1	7	7	-13	5	-2	0	25	-5	5
COc1ccc(NC(=O)C2CCCNC2)cc1OCC(C)C (stereo not given)	8	7	3	2	1	1	7	4	-9
COc1ccc(-c2ccc(S(=O)(=O)N3CCOCC3)cc2)cc1	nt	5	4	7	nt	4	22	-6	-6
CCCN1Cc2cccc(C(=O)Nc3cc(OC)cc(OC)c3)c2C1=O	7	14	-12	-7	4	6	2	-3	-15
CCC(C)[C@@H](C(=O)Nc1ccc(OC)c(OC)c1)N1Cc2ccccc2C1=O (stereo not given in full)	2	-5	1	2	0	7	10	1	-14
CC1CCN(c2nc3ccccc3nc2C(C#N)C(=O)OC2CCCCC2)CC1 (stereo not given)	-3	0	-1	8	1	4	7	-1	-17
Cc1ccc(-n2c(Cc3cccn3C)nnc2SCC(=O)Nc2cc(C)on2)cc1	7	4	-4	-1	-1	-7	7	1	-12
CCOc1cc(C2NC(=O)NC(O)(C(F)(F)F)C2C(=O)c2ccc(Cl)cc2)ccc1O (stereo not given)	1	-4	1	4	-2	7	13	3	1
COc1ccc(NC(=O)CSc2nnc(Cn3c(=O)sc4ccccc43)n2C)c(OC)c1	-7	8	6	-1	-1	4	0	3	14

Other entries follow:
SMILES	ROCK2 inh	PKA inh	CatS block	CatB mix inh	JNK3 blocker	E coli RNAP	AP complement	CatB block	RORa activator
Cc1cccc(-n2c(SCC(=O)N3CCCC3)nnc2-c2ccccn2)c1C	4	11	8	2	-1	10	-7	5	11
CN(C)c1nc2ccc(OCCN3CCCCC3)cc2s1	0	-2	2	2	-3	6	5	4	6
c1coc(CNCC2OCCc3ccccc32)c1 (stereo not given)	2	-1	1	6	-2	7	11	-2	-28
CCc1nnc(NC(=O)CCC(=O)NC2CCCCC2)s1	0	2	-8	-7	-10	nt	11	-6	-26
C=CCn1c(SCC(=O)c2ccc(OC)cc2)nnc1-c1cc2cccc(OC)c2o1	-4	-6	2	4	-5	4	15	4	-2
CC(C)Cn1c(=O)c2c(nc3n2CCCN3CCc2ccccc2)n(C)c1=O	-4	-5	-3	0	-1	-2	4	0	-7
CS(=O)(=O)N1CCN(Cc2ccccc2C(F)(F)F)CC1	4	8	1	-2	3	5	-7	-1	-12
CSc1ccccc1NC(=O)c1cccs1	-4	10	12	4	-1	6	-19	9	-20
Cc1cc(-c2ccccc2)nc(=O)[nH]1	-1	4	6	6	7	10	13	8	4
Cc1nc2sc3c(c2c(=O)n1/N=C/c1ccco1)CCCC3	3	1	7	3	-4	4	8	2	-3
O=C(CS(=O)(=O)Cc1ccccc1)Nc1nnc(C2CCCCC2)s1	3	14	-5	-1	-8	4	-10	0	-2
COc1ccc(-c2nnc3ccc(SCC(=O)N4CCCCCC4)nn23)cc1OC	1	8	4	-1	-2	3	7	3	3
COc1ccc(C(C)NC(=O)C2CCCO2)cc1OC (stereo not given)	-2	-3	17	7	-3	10	-2	-2	6
CCc1cc(N2CCOCC2)cc2c1[nH]c1ccccc12	2	4	-14	-5	-21	0	-2	3	1
Cn1c(NC(=O)c2cccs2)c(-c2cccs2)c(=O)c2ccccc21	8	8	9	4	3	5	-12	-3	-15
CC(C)(C)C1=C[C@@H](CO)C[C@@H](CO)C1	4	8	13	4	-5	7	7	0	4
CC1=C(C(N)=O)C(c2ccccn2)n2nc(-c3ccccc3Cl)nc2N1 (stereo not given)	-4	5	2	3	7	3	-14	2	6
Cc1ccc(S(=O)(=O)Nc2nc3ccc(S(=O)(=O)N4CCCC4)cc3s2)cc1	1	3	-1	-1	-1	1	0	1	-16
CC1Cc2ccccc2N1C(=O)COc1nc2ccccc2nc1N1CCOCC1 (stereo not given)	4	4	-2	-2	-5	-2	-17	1	6
COc1cccc(-n2c(SCC(=O)Nc3cc(C)on3)nc3ccccc3c2=O)c1	1	6	-1	3	-2	0	12	0	-7
CC1CCCCC1NC(=O)CSc1nnnn1-c1ccccc1 (stereo not given)	6	8	-7	6	-4	9	17	1	-8
COc1ccccc1CN(Cc1cc2cc(C)cc(C)c2[nH]c1=O)Cc1nnnn1CC1CCCO1 (stereo not given)	4	2	12	7	6	12	2	1	54*
Cc1cc(N)n2nc(-c3ccccc3)cc2n1	nt	nt	-5	5	nt	9	11	3	nt
CCCCCn1c(CN2CCN(CCO)CC2)nc2c1c(=O)n(C)c(=O)n2C	-3	-6	0	-6	1	-3	-1	-2	-2

Given with values under each structure: entries from further up.
Under each structure: ROCK2 inh | PKA inh | CatS block | CatB mix inh | JNK3 blocker | E coli RNAP | AP complement | CatB block | RORa activator
> C=CCn1c(SCC(=O)c2ccc(OC)cc2)nnc1-c1cc2cccc(OC)c2o1
    -4 | -6 | 2 | 4 | -5 | 4 | 15 | 4 | -2
> CC(C)Cn1c(=O)c2c(nc3n2CCCN3CCc2ccccc2)n(C)c1=O
    -4 | -5 | -3 | 0 | -1 | -2 | 4 | 0 | -7
> CS(=O)(=O)N1CCN(Cc2ccccc2C(F)(F)F)CC1
    4 | 8 | 1 | -2 | 3 | 5 | -7 | -1 | -12

The list continues:
SMILES	ROCK2 inh	PKA inh	CatS block	CatB mix inh	JNK3 blocker	E coli RNAP	AP complement	CatB block	RORa activator
CCOC(=O)C1=C(C)OC(N)=C(C#N)C1c1c(C)nn(-c2ccc(C)cc2)c1Cl (stereo not given)	nt	12	3	2	nt	5	-1	0	-10
Nc1cc(N)nc(SCCN2CCCCC2)n1	4	8	3	5	-3	10	3	1	-1
CCc1ccc(C(C)NC(=O)c2cc(C)oc2C)cc1 (stereo not given)	2	1	-5	3	3	1	5	-3	-20
Cc1nc(NC(=O)COC(=O)C(NC(=O)c2ccco2)C(C)C)c(Cl)cc1Cl (stereo not given)	-6	-7	-4	2	-4	-2	2	4	-8
COc1ccccc1NC1C=CS(=O)(=O)C1 (stereo not given)	0	-2	3	3	-9	7	20	1	2
CCOC(=O)C1CCN(C(c2cccc(OC)c2)c2sc3nc(C)nn3c2O)CC1 (stereo not given)	0	-7	6	-3	-1	7	3	1	6

The list is partial; the hit share may differ from the screen's.
